Assay outcomes as filed in PubChem BioAssay.
RXFP1 antag – qHTS Assay for Antagonists of the Relaxin Receptor RXFP1 | Relaxin receptor 1 (Homo sapiens), Q9HBX9 | HEK293-RXFP1, relaxin-stimulated cAMP HTRF, 30 min; hits give low values | activity change, negative = inhibition, % at 57.5 µM | actives 0.59% (n = 350,000) | AID 1259400, 2018;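 active = activity change of -60% or lower, but not beyond a set lower limit; inconclusive = change between -60% and -40%, or beyond the set limit; inactive = change above -40%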; note: % is set by controls: 0 for no effect and ±100 for the full control effect
Pol eta inh – qHTS for Inhibitors of Polymerase Eta. DNA polymerase eta (Homo sapiens), Q9Y253. recombinant Pol eta, fluorescent DNA replication assay. Potency, µM (top dose mostly 114 µM), inactives show top-dose activity change, negative = inhibition, hits mostly inhibitors. actives 1.2% (n = 390,000). AID 588591, 2011; note: potency is the fitted concentration of half-maximal effect; % is set by controls: 0 for no effect and ±100 for the full control effect
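Fluorescent replication assay: 50 nM final substrate added after a 15 min room-temperature compound preincubation with 10 nM enzyme. Signal taken at 0 min and again at 10 min.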
POLB inh – qHTS Assay for Inhibitors of DNA Polymerase Beta | P06746 | Pol beta primer extension/strand displacement, fluorescence kinetic | Potency, µM (highest dose often 114 µM), inactives show top-dose activity change, negative = inhibition, actives largely listed as inhibitors | actives 1.3% (n = 340,000) | AID 485314, 2010; note: potency is the fitted concentration of half-maximal effect; % is set by controls: 0 for no effect and ±100 for the full control effect
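Preincubation: enzyme (10 nM) with compound, 15 min, RT. Reaction: substrate added to 50 nM final. Reads: 0 and 10 min. Analysis: normalized, Hill fit.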
Pol iota inh – qHTS for Inhibitors of Polymerase Iota; DNA polymerase iota (Homo sapiens), Q9UNA4; Pol iota fluorescent replication assay, 10 min; Potency, µM (titrated, usually from 115 µM), for the others: at the top dose activity, negative = inhibition, most hits filed as inhibitors; actives 1% (n = 390,000); note: potency is the fitted concentration of half-maximal effect
Target sequence (Q9UNA4 whole entry, looked up): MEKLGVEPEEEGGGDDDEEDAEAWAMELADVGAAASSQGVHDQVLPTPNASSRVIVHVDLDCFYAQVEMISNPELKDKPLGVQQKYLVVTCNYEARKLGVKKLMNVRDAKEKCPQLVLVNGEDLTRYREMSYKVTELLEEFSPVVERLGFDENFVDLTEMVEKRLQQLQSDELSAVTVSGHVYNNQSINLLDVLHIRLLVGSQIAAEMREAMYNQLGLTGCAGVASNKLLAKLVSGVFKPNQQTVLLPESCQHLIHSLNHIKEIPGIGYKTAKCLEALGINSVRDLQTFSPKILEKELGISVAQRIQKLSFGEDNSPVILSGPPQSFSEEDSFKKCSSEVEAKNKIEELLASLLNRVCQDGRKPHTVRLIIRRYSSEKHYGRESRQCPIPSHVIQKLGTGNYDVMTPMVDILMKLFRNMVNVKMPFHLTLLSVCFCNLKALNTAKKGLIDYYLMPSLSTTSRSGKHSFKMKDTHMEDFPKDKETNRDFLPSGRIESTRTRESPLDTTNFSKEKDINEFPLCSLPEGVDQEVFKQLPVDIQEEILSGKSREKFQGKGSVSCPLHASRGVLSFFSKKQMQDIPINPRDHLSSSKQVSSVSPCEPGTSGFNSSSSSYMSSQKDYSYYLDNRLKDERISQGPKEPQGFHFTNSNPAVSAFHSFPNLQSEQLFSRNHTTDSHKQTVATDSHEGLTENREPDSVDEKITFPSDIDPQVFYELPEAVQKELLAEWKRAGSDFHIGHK
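Fluorescent replication assay read twice, at 0 min and 10 min after adding 50 nM (final) substrate. Enzyme (10 nM) and compounds were first incubated 15 min at room temperature; enzyme-free buffer wells were negative controls.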
BLM helicase inh – qHTS Assay for Inhibitors of Bloom's syndrome helicase (BLM). recombinant BLM DNA unwinding, fluorescence dequenching. RecQ-like DNA helicase BLM (Homo sapiens), P54132. AID 2528, 2010. actives 0.2% (n = 350,000). Potency, µM (highest dose often 56.1 µM), for the others: at the top dose activity change, negative = inhibition, most hits filed as inhibitors;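 note: potency is the fitted concentration of half-maximal effect; plate controls were vehicle for no effect and no enzyme for full effect; nearly all actives have a fitted effect of over 35% in size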
Anesthetic bind – qHTS Assay for Identification of Novel General Anesthetics; Ferritin light chain (Equus caballus), P02791; apoferritin/1-aminoanthracene competitive binding, fluorescence; Potency, µM (series often up to 77.5 µM), for the others: at the highest dose activity change, negative = displacement, usual class: inhibitors; actives 0.074% (n = 350,000); AID 485281, 2010; note: potency is the fitted concentration of half-maximal effect; % is set by controls: 0 for no effect and ±100 for the full control effect; nearly all actives have a fitted effect of over 20% in size
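Steps: apoferritin (10 uM) was premixed with half-saturated 1-AMA in PBS, compounds were pin-transferred, plates stood 10 min at room temperature, fluorescence was read at 380/535 nm, and curves were fitted with a Hill equation.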
APE1 inh – qHTS Assay for Inhibitors of the Human Apurinic/apyrimidinic Endonuclease 1 (APE1); DNA repair nuclease/redox regulator APEX1 (Homo sapiens), P27695; AID 2517, 2012; recombinant APE1, TAMRA/BHQ-2 abasic DNA cleavage fluorescence; actives 0.35% (n = 350,000); Potency, µM (series often up to 65.8 µM), without a hit: top-dose activity change, negative = inhibition, hits mostly inhibitors;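 note: potency is the fitted concentration of half-maximal effect; plate controls were vehicle for no effect and reference inhibitor for full effect; nearly all actives have a fitted effect of over 55% in size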
Target sequence (P27695 whole entry, looked up): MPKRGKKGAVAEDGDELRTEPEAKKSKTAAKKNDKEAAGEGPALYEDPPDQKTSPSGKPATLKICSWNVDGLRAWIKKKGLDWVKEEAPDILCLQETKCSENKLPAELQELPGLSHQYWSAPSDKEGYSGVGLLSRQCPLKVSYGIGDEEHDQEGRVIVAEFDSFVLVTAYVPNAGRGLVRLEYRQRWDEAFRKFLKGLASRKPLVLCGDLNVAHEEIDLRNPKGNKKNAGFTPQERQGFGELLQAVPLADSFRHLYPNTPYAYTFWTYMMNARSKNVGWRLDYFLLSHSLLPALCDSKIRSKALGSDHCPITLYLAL
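Readout is kinetic fluorescence (ex 525, em 598 nm) from cleavage of 50 nM TAMRA/BHQ-2 THF abasic duplex by 0.75 nM APE1, compound added 15 min beforehand at RT.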
PGK inhibitor – qHTS Assay to Find Inhibitors of Phosphoglycerate Kinase. Phosphoglycerate kinase, glycosomal (Trypanosoma brucei brucei), P07378. PGK/GAPDH coupled, Kinase-Glo luminescence, 60 min. Potency, µM (series often up to 57.5 µM), without a hit: top-dose activity change, negative = inhibition, usual class: inhibitors. actives 0.043% (n = 380,000). AID 602233, 2012; note: potency is the fitted concentration of half-maximal effect; % is set by controls: 0 for no effect and ±100 for the full control effect; nearly all actives have a fitted effect of over 60% in size
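Recombinant glycosomal PGK reaction used 1,3-bisphosphoglycerate generated in-well by GAPDH (100nM final) in 100mM TEA pH 7.6, 5mM MgCl2, 0.01% Tween-20. After 60 minutes at room temperature, ATP was read by Kinase-Glo Plus luminescence end-point.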
POLK inh – qHTS for Inhibitors of Polymerase Kappa | purified Pol kappa, fluorescent DNA synthesis assay, 10 min | actives 0.53% (n = 400,000) | DNA polymerase kappa (Homo sapiens), Q9UBT6 | AID 588579, 2011 | Potency, µM (doses to about 107 µM), without a hit: at the highest dose activity, negative = inhibition, actives largely listed as inhibitors; note: potency is the fitted concentration of half-maximal effect; % is set by controls: 0 for no effect and ±100 for the full control effect
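Kinetic fluorescence readout at 0 and 10 min followed reaction start with substrate at 50 nM final. Beforehand, enzyme (10 nM Pol kappa) stood 15 min with compound at room temperature; buffer-only wells were negative controls.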
Active calls of the source: *; i = inactive; ? = inconclusive; . = not tested or not shown; & = joins results of further samples; [ ] = dose if it differs, or a comment. Unless noted, calls come from the whole dose curve; as a rule, active = well fitted curve in the direction sought with a large enough effect; inconclusive = small, poorly fitted or top-dose-only effect, or another doubt; inactive = no such curve, though single readings can be large; an effect the other way counts as inactive or inconclusive.

SMILES	RXFP1 antag	Pol eta inh	POLB inh	Pol iota inh	BLM helicase inh	Anesthetic bind	APE1 inh	PGK inhibitor	POLK inh
Cc1ccc(C)c(NC(=O)CSc2nccn2Cc2ccco2)c1	-2.8	-18.4%	17.0%	59.0%[activator]	-1.7%	-16.4%	18.7%	7.6%	-2.4%
CCOc1cc(NC(=S)NCC2CCCO2)c(OCC)cc1NC(=O)c1ccccc1C (stereo not drawn)	3.4	-12.2%	-2.9%	-6.9%	-3.6%	-23.9%	1.1%	-10.7%	-1.7%
O=C(CC1C(=O)N(c2ccccc2)C(=O)N1CCc1cccs1)Nc1ccc(F)cc1 (stereo not drawn)	.	-19.1%	-12.1%	33.4%[activator]	-5.8%	-11.4%	.	-9.5%	-20.9%
CC(C)N(Cc1ccccc1)C(=O)CN1C(=O)COc2ccc(S(=O)(=O)NC3CCCC3)cc21	-4.5&-5.1	-8.8%&-13.3%	-3.7%&1.9%	9.9%&11.8%	-1.7%&-1.7%	-14.3%&-5.3%	-0.7%	3.0%&0.5%	-7.7%&2.4%
Cc1cc(C(=O)Nc2ccc(F)cc2F)on1	-6.1	-2.1%	51.5%	-13.2%	-4.1%	-2.0%	29.5%	1.4%	-16.1%
Cc1cc2c(SCC(=O)NC3CCCCC3)ncnc2s1	-3.9	-19.0%	44.8%	21.1%	-0.8%	-15.4%	21.4%[12.4 µM]	-8.8%	-8.0%
COc1ccc(C(=O)N2CCN(Cc3ccccn3)CC2)cc1	12.4	-18.3%	50.9%	34.8%	-0.9%	34.2%[activator]	21.3%	-7.3%	-7.2%
CN(CC(=O)N(C)CC(=O)Nc1c(Cl)cccc1Cl)Cc1ccccc1F	0.7	-14.4%	.	30.3%[activator]	.	.	5.3%	0.9%	5.0%
CCOC(=O)c1ccc(NC(=S)Nc2ccccn2)cc1	4.6	7.4%	16.8%	6.5%	-3.6%	-3.6%	-0.8%	-2.2%	-20.3%
Cc1c(C)c2cc(Cl)c(OCC(=O)NC3CC(C)(C)NC(C)(C)C3)cc2oc1=O	15.9	-8.9%	17.9%	42.0%[activator]	57.4%[activator]	-1.8%	-14.4%	-3.8%	4.1%
Cc1c(C(=O)N2CCN(c3ccccn3)CC2)sc2ncnc(N3CCOCC3)c12	12.4	-4.5%	8.8%	10.6%	-0.5%	-7.1%	-0.4%	.	-7.4%
COc1ccc(C2c3ccc4ccccc4c3Oc3ncn(CCO)c(=N)c32)cc1 (stereo not drawn)	-11.6	-6.0%	44.2%	5.2%	48.8%[activator]	5.7%	-11.8%	i	-3.9%
COC(=O)c1ccccc1NC(=O)Cn1nc(C(F)(F)F)c2c1CCCC2	-26.3	-25.3%	?	-17.8%	-10.9%	-13.2%	.	-6.0%	-20.0%
COc1ccc(N2CCN(C(C)C(=O)N3CC(C)OC(C)C3)CC2)cc1 (stereo not drawn)	-33.5	8.5%	5.1%	67.4%[activator]	-1.0%	-1.6%	?	-5.5%	-8.6%
Cc1ccc(CS(=O)(=O)c2nc3c(c(N(C)C)n2)CCCC3)cc1	-0.8	-16.8%	19.2%	175.3%[activator]	-1.9%	-8.2%	-9.8%	-2.6%	-9.0%
CCc1ccc(NC(=O)N(CCN2CCOCC2)C2CCN(C(C)=O)CC2)cc1	0.9	4.1%	36.1%	1.9%	-1.7%	-7.1%	-2.1%	-1.9%	-12.9%
CNC(=O)c1cc2cc(OC)ccc2n1CCN(Cc1ccccc1)Cc1ccccc1	-14.7	-12.2%	?	?	0.8%	59.6%[activator]	-8.5%	7.8%	-12.2%
COc1ccc(CNC(=O)CN(Cc2ccc(Cl)cc2)C(=O)c2csnn2)cc1	-6.4	-8.2%	-11.1%	-14.9%	-4.0%	-10.1%	1.8%	i	-8.0%
COc1ccc(CCN2C(=O)N[C@@H](CCC(=O)O)C2=O)cc1	14.2	-13.7%	2.8%	-24.5%	-2.2%	-3.1%	-5.1%	i	-9.4%
Cc1cc(C)cc(NC(=O)CN2CCC(NC(=O)Cc3ccccc3)CC2)c1	-10.5	-8.2%	25.4%	-4.3%	-1.8%	-8.6%	-2.5%	5.9%	-1.7%
O=c1c(-c2ccc(O)cc2)coc2cc(OC3OC(CO)C(O)C(O)C3O)ccc12 (stereo not drawn)	.	-16.1%	7.5%	27.3%	1.2%	-2.5%	14.9%	-2.1%	3.8%
FC(F)(F)c1cc(Oc2ccccc2)ncc1-c1nnc(-c2ccccc2Cl)o1	0.1	-21.4%	2.4%	42.9%	-5.2%	4.5%	4.2%	-8.5%	4.6%
CN(C)C(/C=C/Nc1ccc(F)cc1F)=C(C#N)C#N	-8.2	-5.4%	6.7%	15.4%	0.8%	-6.7%	-3.2%	5.0%	2.0%[60.1 µM]
C[C@H](NC(=O)c1ccc(C(C)(C)C)cc1)C(=O)N1CCN(C/C=C/c2ccccc2)CC1	-17.8	?	.	14.0%	.	.	-2.8%	-2.7%	-4.6%
COCCOC(=O)C1=C(C)N=c2s/c(=C\c3cccs3)c(=O)n2C1c1cccs1 (stereo not drawn)	-2.1	-4.0%	-27.5%	-2.6%	-5.2%	-5.3%	3.6%	i	-8.4%
CCOc1cccc(-c2nnc(SCC(=O)Nc3ccc(OC)c(OC)c3)n2N)c1	2.3	-13.0%	11.0%	14.3%	-7.6%	-7.0%	-3.3%	0.3%	-7.1%
Cc1cc(/N=C/N(C)C)on1	4.3	-12.1%	3.4%	5.3%	1.0%	-6.6%	-1.8%	-8.1%	-12.2%
CS(=O)(=O)c1ccc(C(=O)OCC(=O)NNC(=O)COc2ccc(Cl)cc2)cc1	-3.2	-6.7%	.	79.4µM*	.	.	0.3%	-15.0%	-18.0%
Cc1cccc2[nH]c3c(N4CC=C(c5ccc(F)cc5)CC4)ncnc3c12	2.4	-10.1%	1.2%	-27.5%[58.9 µM]	-9.0%	-0.8%	-5.4%	i	-17.6%
Cc1ccc(C(=O)Nc2nc(-c3ccc([N+](=O)[O-])cc3)cs2)o1	1.9	-15.7%	-1.4%	20.9%	-4.4%	-12.7%	-0.3%	-2.6%	-2.5%
O=C(Cn1c(CC(=O)N2CCCC2)nc2ccccc21)NCc1ccccc1	-4.6	-0.7%	1.4%	6.2%	-1.4%	-2.0%	-3.8%	-3.1%	4.6%
Clc1cccc(Cl)c1CO/N=C/c1c(-c2ccccc2)nc2n1CCS2	-10.1	-7.8%	4.1%	-5.4%	-8.5%	7.3%	-6.4%	-5.1%	0.9%
COc1ccc(OC)c(NC(=O)CNC(=O)Cn2cnc3sc(C)cc3c2=O)c1	-2.0	-3.3%	10.0%	17.8%	-4.3%	0.0%	-6.8%	i	10.3%
COCCCNc1nc2c(c(=O)n(Cc3ccc(OC)cc3)c(=O)n2C)n1C	8.2	-10.6%	-26.4%	5.8%	-3.6%	-3.4%	16.6%	1.8%	7.0%
CC(OC(=O)c1ccc([N+](=O)[O-])s1)C(=O)Nc1ncc(Cl)cc1Cl (stereo not drawn)	4.0	?	?	1.7%	-5.7%	-3.2%	?	i	-5.1%
COc1ccc(C2/C(=C(/O)c3ccc4c(c3)CC(C)O4)C(=O)C(=O)N2CCCn2ccnc2)cc1 (stereo not drawn)	14.9	-8.1%	3.8%	64.4%[activator]	-0.5%	-12.7%	3.8%	-7.3%	-13.7%
Brc1ccc(-c2nc(N/N=C/c3cccnc3)c3ccccc3n2)cc1	-0.4	-4.5%	6.3%	-2.2%	-1.3%	-17.6%	-2.2%	-5.0%	-7.0%
CC(=O)Nc1ccc(NS(=O)(=O)c2ccc3c(c2)n(C)c(=O)n3C)cc1	-29.8	-10.9%	-27.1%	59.2%[activator]	-1.8%	-9.2%	-1.1%	i	-0.5%
CC(C)NC(=O)c1sc2ncccc2c1-n1cccc1	-14.9	-14.1%	3.2%	19.9%	1.4%	?	.	i	-9.8%[60.1 µM]
O=C(CSc1nnc(CNc2ccc(F)cc2)n1Cc1ccccc1)NCc1ccco1	-1.6	-13.5%	?	12.7%	-4.6%	-15.1%	-3.9%	2.4%	-5.0%
CCc1nnc(NC(=O)CSc2ncc(-c3ccccc3)n2C)s1	-9.5	-5.4%	-16.4%	-9.0%	1.2%	?	-2.6%	-9.2%	-2.5%
CC(=O)c1ccc(OCC(=O)N(CCC2=CCCCC2)c2c(N)n(Cc3ccccc3)c(=O)[nH]c2=O)cc1	-2.4	-5.3%	.	34.3%[activator]	.	.	19.1%	-9.0%	-6.4%
O=C(Nc1ccc(-c2nnco2)cc1)c1ccccc1	-1.6	9.9%	-1.9%	?	-1.4%	-9.4%	0.3%	7.9%	-0.3%
Cc1ccc(CCNC(=O)c2cc3ccccn3n2)cc1	-6.2	-12.3%	-12.6%	13.0%	-0.3%	-4.9%	.	-0.7%	-18.9%
CC(=O)Nc1ccc(N=Cc2c(O)c(C(=O)Nc3ccccc3)cc3ccccc23)cc1	4.0	?	?	7.4%	-1.6%	1.0%	?	-8.6%	5.0%
O=C(CC(=O)Nc1cc(Cl)ccc1Cl)Nc1cc(Cl)ccc1Cl	-1.4	-16.7%	?	-13.4%	-6.6%	0.6%	-2.2%	i	3.9%[60.1 µM]

Not all compounds are listed; count on the stated rates, not on these rows.
